# Screening results as filed in PubChem.
# ABCB6 inh 2: human ABCB6 transporter inhibition; Q9NP58; K562-ABCB6 porphyrin accumulation, flow cytometry, 1 h; hits give low values; fluorescence ratio to DMSO, % at 10 µM; 360,000 tested, 0.19% active; AID 602162;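 active = fluorescence ratio to DMSO below 75%, the collection mean minus 3 SD; inconclusive = too few cells collected in the well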;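 note: signal is porphyrin accumulated inside mitochondria; 100% equals median channel fluorescence of DMSO control wells; lower ratio means ABCB6 inhibition with less porphyrin fluorescence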
# Target sequence (Q9NP58 whole entry, looked up): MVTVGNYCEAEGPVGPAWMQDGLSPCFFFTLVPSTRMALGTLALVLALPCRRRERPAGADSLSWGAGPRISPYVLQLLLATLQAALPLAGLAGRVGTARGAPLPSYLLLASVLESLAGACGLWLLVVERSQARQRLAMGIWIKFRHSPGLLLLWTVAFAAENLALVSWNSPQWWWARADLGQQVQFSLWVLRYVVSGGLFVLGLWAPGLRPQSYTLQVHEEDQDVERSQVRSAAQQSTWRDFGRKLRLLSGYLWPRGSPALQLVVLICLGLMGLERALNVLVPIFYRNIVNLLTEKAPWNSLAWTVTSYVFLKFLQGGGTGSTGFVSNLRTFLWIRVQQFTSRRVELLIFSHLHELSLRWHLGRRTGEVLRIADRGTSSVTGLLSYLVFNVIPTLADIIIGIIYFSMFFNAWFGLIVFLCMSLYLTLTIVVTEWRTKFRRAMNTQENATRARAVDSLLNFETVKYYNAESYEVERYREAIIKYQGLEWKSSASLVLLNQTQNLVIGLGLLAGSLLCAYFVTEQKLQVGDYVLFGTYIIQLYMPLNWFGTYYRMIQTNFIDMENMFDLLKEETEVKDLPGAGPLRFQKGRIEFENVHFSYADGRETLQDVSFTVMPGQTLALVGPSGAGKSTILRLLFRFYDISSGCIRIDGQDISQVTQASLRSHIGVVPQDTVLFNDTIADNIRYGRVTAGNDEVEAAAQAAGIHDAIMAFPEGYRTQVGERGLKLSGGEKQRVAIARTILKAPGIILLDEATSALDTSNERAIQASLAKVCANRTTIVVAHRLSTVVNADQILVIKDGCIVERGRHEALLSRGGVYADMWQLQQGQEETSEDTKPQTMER
# PDI inh: blocks human protein disulfide isomerase activity; PDI insulin aggregation turbidity, A650, 90 min; P07237; 350,000 tested, 0.052% active; inhibition, % at 10 µM; AID 588391;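 active = mean inhibition across replicates of 30% or more, whatever share of single replicates reach that level; inconclusive = mean inhibition below 30% while every single replicate reaches 30%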;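 note: absorbance from insulin aggregation driven by PDI reduction with DTT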
# N-glyco inh: N-linked glycosylation inhibition; D54 ERlucT glycosylation luciferase reporter, 24 h; percent of 100 nM tunicamycin response; AID 588692; reporter increase, % at 12.5 µM; 360,000 tested, 0.23% active;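 active = mean luciferase reporter signal, scaled so untreated is 0 and the glycosylation-blocking control 100, at or above a set limit in every replicate; inconclusive = mean reaches the limit but not every replicate does; inactive = mean below the limit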;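 note: luciferase carries N-glycosylation sites so blocking glycosylation raises the light; 0% = median of neutral control wells and 100% = median of 100 nM tunicamycin wells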
# iPSC survival up: hiPSC single-cell survival enhancement | ATPlite luminescence; 100% = ROCK inhibitor wells, 0% = DMSO | survival enhancement, % at 20 µM | 360,000 tested, 0.044% active | AID 602274; in the data active = survival enhancement above about 18%;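 note: cells exposed to compounds for 16 hours before the ATP read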
# m5-HT2A agonist: agonists of mouse serotonin 5-HT2A receptor (HTR2A); P35363; activation, % at 7.6 µM; AID 624169; CHO-K1 mHTR2A beta-arrestin complementation, luminescence; percent of 30 µM serotonin response; 360,000 tested, 0.66% active;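 active = activation above a run cutoff, the mean activation of all tested compounds plus 3 SD, cut at about 14% in these data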;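 note: 0% = plate median of compound wells and 100% = 30 µM serotonin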
# CaV13 FRET inh: Primary screen for inhibitors of IQ motif and Ca2+-dependent inactivation inhibitor domain binding in CACNA1D, Förster resonance energy transfer in living cells, … | HEK cells, CFP/YFP FRET ICDI-IQ, plate reader, 10 min; percent FRET-ratio fall versus neutral wells | inhibition, % at 12.3 µM | 340,000 tested, 0.098% active | AID 743397;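 active = mean replicate inhibition of at least 30% and at least 1% of replicates passing that level; inconclusive = only one of the two criteria is met; inactive = neither criterion is met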;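 note: 0% = median of the neutral control wells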
# Exocytosis inh: lytic granule exocytosis inhibition; TALL-104 LAMP-1 surface exposure, flow cytometry; cells stimulated with thapsigargin and PMA; inhibition, % at 10 µM; 360,000 tested, 0.66% active; AID 651702;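 active = inhibition above about 55%, limit read from the data; inconclusive = no clear call, values can overlap the other calls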
# Vif inh: HIV Vif inhibition | HEK293T cells, Vif self-association by quenched fluorescence, imaging, 24 h | inhibition, % at 7.49 µM | 340,000 tested, 0.35% active | AID 602346; in the data active = inhibition above about 50%, passing the limit was not always enough; inconclusive = no clear call, values can overlap the other calls; inactive = below about 31%; note: some results filed as inactive read as strong as hits
# aDG glyco up: increases alpha dystroglycan glycosylation | AID 624168 | 360,000 tested, 0.22% active | Pro5-aDG cells, alpha-DG glycosylation AlphaScreen (IIH6); 0% Pro5, 100% B10-LARGE cell signal | activation, % at 10 µM;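 active = activation of at least 8% versus controls, or a plate z-score of at least 8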;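 note: Pro5 are CHO cells carrying HIG-tagged alpha-DG that lacks glycosylation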
# Cardio protect: protects H9c2 cardiomyocytes from peroxide injury; H2O2 injury protection, ATPLite, 2 h; protection from H2O2 cell death, % at 20 µM; 360,000 tested, 0.63% active; AID 588492;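 active = compounds giving at least 50% protection of heart cells from peroxide-induced death in the single-dose screen, raw or plate-pattern-corrected value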;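 note: 0% = DMSO wells with peroxide and 100% = DMSO wells without peroxide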
# Starred values were filed as active, the others as inactive; ? = inconclusive; . = not tested or not shown; & = joins results of further samples.
SMILES,ABCB6 inh 2,PDI inh,N-glyco inh,iPSC survival up,m5-HT2A agonist,CaV13 FRET inh,Exocytosis inh,Vif inh,aDG glyco up,Cardio protect
Clc1ccc(CO/N=C2\CCCc3nonc32)cc1,102,6,-1,-0.8,7,-11,-2,-4,1.1,-4
C/C(=N\Nc1ccc(S(=O)(=O)Nc2ccccc2)cc1[N+](=O)[O-])c1ccc(N2CCOCC2)cc1,95,2,-5,-0.5,3,8,0,1,-0.1,-4
Cc1oc2c(C)c3oc(=O)c(CCC(=O)NCCCN4CCCC4=O)c(C)c3cc2c1C,102,.,-1,-1.0,-1,.,-12,-7,0.1,-3
CN1CCN(C(=O)/C(=C/c2cn(S(=O)(=O)N(C)C)c3ccccc23)NC(=O)c2ccccc2)CC1,96,-2,0,0.2,-2,-4,2,4,-0.1,-1
COc1ccc(NC(=O)N2CCC(C(=O)c3ccc4c(c3)OCCO4)CC2)cc1,89,3,-1,0.4,17*,-3,4,-13,0.0,-4
Oc1c(Cl)cccc1C=Nc1cc(C(F)(F)F)ccc1N1CCCC1,104,2,4,-2.2,0,.,-6,2,-0.1,5
Cc1nc2ccccc2c2oc(C(=O)Nc3ccc(C(C)C)cc3)cc12,97,0,1,16,0,-5,10,-5,1.7,26
CN1CCN(CCOc2ccc(Cc3ccccc3)cc2)CC1,101,0,-3,-0.3,-3,-11,3,-1,0.0,0
CC(C)CNC(=O)COC(=O)c1ccccc1SCC(=O)NCC(C)C,97,-2,0,0.3,-1,5,-2,2,0.1,0
CCN1CCN(Cc2ccc(NC(=O)c3cc(NC(=O)C4=NN(c5ccccc5)C(=O)C4)cc(OC)c3)cc2C(F)(F)F)CC1,100&89,-3&5,0&1,-2.1&-1.5,-3&-3,-2&-6,-4&-7,-1&-2,0.1&-0.5,-10&-2
CCOC(=O)C1(CCOc2ccccc2)CCN(Cc2cc(OC)cc(OC)c2)CC1,101,11,-1,-0.8,-7,-5,4,0,0.2,-7
COc1cc(C(=O)NNC(=O)NC2CCCCC2)cc(OC)c1OC,88,-3,2,4.3,8,.,-4,25,-0.2,2
C=CCOC(=O)C1=C(C)NC(SC)=C(C#N)C1c1ccc(OCC)cc1 (centres undefined),104&97,-6&9,-2&-4,8.5&0.4,-10&-10,-4&-5,10&0,-5&14,-0.3&0.0,-6&-5
O=C(CCC(=O)OCc1ccc(Br)cc1)Nc1ccccc1,89,-7,2,-0.1,-1,-5,0,-4,0.2,0
CC(C)CCN1CCN(Cc2nc(-c3ccccc3)cs2)CC1CCO (centres undefined),103,5,-2,-0.3,-1,-4,1,0,0.5,-4
Cc1cccc(N2CCN(CC(O)COc3ccc4ccccc4c3)CC2)c1 (centres undefined),96,1,2,-1.6,15*,-5,5,-1,-0.4,0
CN1CCN(c2ccccc2NC(=O)c2c(F)cccc2F)CC1,101,8,3,0.3,0,.,2,8,-0.1,15
COc1cccc(NC(=O)COC(=O)c2ccc(S(=O)(=O)NCc3ccco3)cc2)c1,91,0,3,3.3,-3,-4,-1,0,0.1,6
COc1ccccc1N1CCN(C(=O)CSc2nnc3n2C(C)(C)Cc2ccccc2-3)CC1,97,3,-2,-0.6,1,-3,-3,-6,1.6,0
CCOC(=O)C1=C(COC(=O)[C@@H]2CCCN2S(=O)(=O)c2ccc(C)cc2)NC(=O)NC1C (some centres undefined),100,-3,3,-0.5,-3,-3,-7,5,-0.3,1
CN1CC(c2ccc(Cl)c(Cl)c2)[C@@]2(COc3ccccc3C2=O)[C@@]12C(=O)Nc1ccccc12 (some centres undefined),81,-3,-8,-1.7,1,-4,2,-6,0.5,-15
CCc1ccc(-c2cn(-c3nc(C)cc(C)n3)c(=N)o2)cc1,99,8,0,-1.4,0,.,3,-4,0.4,-21
O=C(/C=C/c1ccco1)Nc1ccc(C(=O)N2CCOCC2)cc1,101,17,-2,0.8,1,-6,2,-12,0.0,1
CCOP(=O)(O)c1ccccc1OCCOCCOc1ccccc1P(=O)(O)OCC,100,-1,-2,-1.6,2,-5,-2,-8,-0.3,2
COc1ccc(-c2noc(=O)n2Cc2ccccc2Cl)cc1,99,-6,-2,-0.2,-11,-4,-2,-1,0.0,-4
CCCCn1c(N)c(N(CCOC)C(=O)C(C)Oc2ccc(Cl)cc2)c(=O)[nH]c1=O (centres undefined),97,0,1,0.3,1,-6,-1,5,-0.2,4
COc1ccc(CN2CSC(=S)N(Cc3ccccc3)C2)cc1,100,-7,-2,-0.1,2,-15,4,3,0.6,-4
O=C1C=C(c2ccc(Oc3ccccc3)cc2)C[C@@H](c2ccc(Cl)cc2)C1,99,-2,-5,1.0,0,-9,11,6,-0.3,-11
CCC(C)NC(=O)Cn1nc(Cc2ccncc2)c2ccccc2c1=O (centres undefined),99,6,1,-0.6,1,-3,1,-8,0.1,9
COc1ccc(/C=C/C(=O)c2cc(Br)ccc(=O)c2O)cc1,102,0,5,0.1,3,.,13,-9,-0.3,3
COc1ccc(C)c2sc(NC(=O)c3cccc(N4C(=O)CCC4=O)c3)nc12,91,-4,1,-0.4,-6,-5,-5,3,0.0,4
CCC(=O)N1CCC1(C)C(=O)NCc1ccc(SC)cc1 (centres undefined),102,-10,0,6.5,1,-6,-6,4,0.0,1
Cc1nn(C)c(C)c1S(=O)(=O)N1CCc2ccccc21,97,-1,1,3.0,-5,0,4,.,0.2,5
O=C(O/N=C(\c1ccccc1)c1ccccn1)c1ccc(Cl)c(Cl)c1,101,4,5,2.1,4,-4,3,12,-0.1,13
CN1C(=O)c2ccc(NC(=S)NC(=O)C(C)(C)C)cc2C1=O,103,-7,0,-3.6,-1,-20,0,-5,-0.1,0
CC(Oc1ccc(Br)cc1)C(=O)N1CCc2ccccc21 (centres undefined),97,-1,0,-3.2,-6,-5,-4,3,0.3,6
O=C(O)c1ccccc1S(=O)CCO (centres undefined),101,2,0,-0.8,3,-4,4,-9,0.1,-3
O=C(c1cc(S(=O)(=O)N2CCCCC2)ccc1F)N1CCCCC1,97,-2,1,3.3,1,-8,5,5,-0.2,0
CCc1ccc([C@@H]2CC=C(C(=O)O)CN2S(=O)(=O)c2ccc(C)cc2)cc1,101,4,1,-0.3,0,1,-6,4,-0.3,-5
COc1ccccc1N1CCN(S(=O)(=O)CCNC(=O)C(C)Oc2ccccc2)CC1 (centres undefined),98,-2,0,-0.1,-1,14,-2,-4,0.1,0
CSc1ccc(S(=O)(=O)Nc2ccc(N3CCOCC3)c(Cl)c2)cc1,94,-2,-3,-2.1,-3,-9,-1,-9,0.1,-16
CCOC(=O)C(NC(=O)c1ccc(F)cc1)(Nc1sc2c(c1C(N)=O)CCC2)C(F)(F)F (centres undefined),110,-3,5,0.8,-3,-5,43,0,-0.5,8
CC(=O)N1CCN(S(=O)(=O)c2cccc(C(=O)OCN3C(=O)c4ccccc4C3=O)c2)CC1,93,5,4,-0.6,4,-5,-7,7,0.0,5
Nc1c(C(=O)O)sc2nc(-c3ccccc3)cc(-c3ccccc3)c12,112,-4,1,1.0,-1,-18,2,-2,0.0,-5
Cc1ccc(C(=O)Nc2ccc(NC(=O)c3ccccc3Cl)c(C)c2)cc1,101,-17,-1,-1.5,1,-6,-2,.,0.5,-4
O=C(C1Cc2ccccc2CN1S(=O)(=O)c1cccs1)N1CCCCCC1 (centres undefined),103,14,-2,0.2,-2,-6,6,0,-0.1,4
CCc1ccc(NC(=O)NC2CCCCCCC2)cc1,95,1,-7,-0.3,-4,.,3,-9,0.4,-11
CCc1cc(=O)oc2c3c(cc(OCC(=O)NCc4ccncc4)c12)OC(C)(C)CC3,98,.,3,0.3,7,.,-1,-3,0.0,6

# Records listed above that bear a hit mark in m5-HT2A agonist:
Structure | ABCB6 inh 2 | PDI inh | N-glyco inh | m5-HT2A agonist | CaV13 FRET inh | Exocytosis inh | Vif inh | aDG glyco up
COc1ccc(NC(=O)N2CCC(C(=O)c3ccc4c(c3)OCCO4)CC2)cc1 | 89 | 3 | -1 | 17* | -3 | 4 | -13 | 0.0
Cc1cccc(N2CCN(CC(O)COc3ccc4ccccc4c3)CC2)c1 (centres undefined) | 96 | 1 | 2 | 15* | -5 | 5 | -1 | -0.4

# (more compounds)
SMILES,ABCB6 inh 2,PDI inh,N-glyco inh,iPSC survival up,m5-HT2A agonist,CaV13 FRET inh,Exocytosis inh,Vif inh,aDG glyco up,Cardio protect
Cc1c(C(=O)N2CCCCC2C)sc2nc3n(c(=O)c12)CCC3 (centres undefined),100,4,-3,1.1,8,-4,-1,0,1.6,2
O=C(COC(=O)CNC(=O)c1ccc(Br)cc1)NCCC1=CCCCC1,97,7,1,-1.1,-5,-1,0,5,-0.1,-13
CCOC(=O)CN1C(=O)C(=O)c2cccc(C)c21,100,11,3,-0.3,-2,-7,2,1,0.9,3
O=C(CCN1C(=O)/C(=C/c2ccc(F)cc2)SC1=S)NCCc1ccc(O)cc1,107,1,-2,0.3,-3,-13,0,7,0.4,-14
CN1CCN(c2ccc(CNS(=O)(=O)c3ccsc3)cc2)CC1,99,-4,2,-0.5,0,-23,2,2,-0.1,0
COc1ccc(NS(=O)(=O)c2ccc3c(c2)CCN3C(=O)CCC(=O)O)cc1OC,100,-10,-2,0.0,-2,-4,-2,-1,-0.1,3
Nc1nc2c(s1)CCc1c-2cnn1-c1ccccc1,124,4,2,-3.3,1,.,15,.,0.8,-13
NCCCC[C@H]1CNC(=S)N1CCc1cccc(F)c1,98,7,0,-0.9,0,-5,-2,12,0.4,10
CC(=O)N1C[C@H]2CON(C)[C@H]2C[C@H]1c1cccc(-c2ccc(C#N)cc2)c1,98,-4,-3,-0.2,3,-6,-4,.,0.1,9
CC1NC(=O)NC1CCCCC(=O)O (centres undefined),94,6,0,-0.9,2,0,2,-4,0.0,-8
CCOC(=O)C(C)(C)NS(=O)(=O)c1ccc(Cl)c([N+](=O)[O-])c1,98,0,0,-2.0,-2,-3,2,-3,0.7,3
CC(=O)NC1CCN(CC(=O)Nc2cccc([N+](=O)[O-])c2)CC1,96,2,0,1.3,-4,-4,0,10,-0.1,-4
COc1ccc(Cl)cc1NC(=O)CN(C)C(=O)c1ccc(-n2nc(C)cc2C)cc1,84,11,4,-0.4,-3,-2,-8,-4,0.0,-9
CCOc1ccc(CN(C)C(=O)c2ccc3c(c2)NC(=O)C(C)S3)cc1OC (centres undefined),98,-7,1,-0.2,-6,-6,8,-16,0.9,-7
N#CC1=C(N)N(c2ncn[nH]2)C2=C(C(=O)CCC2)C1c1ccccc1 (centres undefined),105,7,1,0.9,-1,-6,-2,4,0.0,1
Brc1cccc(-c2nnco2)c1,98,10,-1,-1.0,-1,-4,1,-10,-0.3,0
CC(C)CN(C(=O)c1ccc2c(c1)OCCO2)c1c(N)n(Cc2ccccc2)c(=O)[nH]c1=O,96,0,0,0.2,6,-7,-3,?,0.0,6
CCOC(=O)[C@]12CCC=C1N(Cc1ccc3c(c1)OCO3)C(=O)[C@H](CC(=O)NCCCCc1ccccc1)C2,93,.,.,0.2,-7,-3,0,.,0.4,.
CC(C)C(=O)Nc1oc(-c2ccccc2)cc1C#N,96,14,1,2.2,-7,-7,2,-9,0.0,8
